Assay outcomes: PubChem BioAssay, National Center for Advancing Translational Sciences (NCATS)
Pf Dd2 growth: Plasmodium falciparum Dd2 growth inhibition | P. falciparum Dd2 growth, SYBR Green, 72 h | Potency, µM (highest dose often 28.9 µM), inactives show at the top dose activity, negative = inhibition, hits mostly inhibitors | 120,000 tested, 4.3% active; active = well fitted inhibition curve with a large enough effect; inconclusive = small, poorly fitted or top-dose-only effect; inactive = no such curve, though single readings can be large or run the other way;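 note: plate controls were DMSO vehicle for no effect and reference drug for full effect; nearly all actives have a fitted effect of over 65% in size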
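Readout: SYBR Green fluorescence, 485 nm excitation, 535 nm emission, after ~16 h lysis at 37C. Before that, Dd2-infected red cells (2.5% hematocrit) grew 72 h with compound, 29 uM top final concentration.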
The depositor's hits bear a star; i = inactive; u = inconclusive; [ ] = another dose, or the depositor's remark. Potency is the fitted concentration of half-maximal effect. Not all compounds are listed; count on the stated rates, not on these rows.

canonical_smiles	Pf Dd2 growth
CCCn1c(=N)c(C(=O)NC2CCCCC2)cc2c(=O)n3cc(C)ccc3nc21	u
CCOc1cc(C2C(C(=O)OC)=C(C)NC3=C2C(=O)c2ccccc23)ccc1O (stereo unspecified)	u
CCCNC(=O)COCc1cc(-c2ccc(F)cc2)on1	-8%
Cc1ccc(CN2CCC3CC(=O)NCCC3C2)cc1 (stereo unspecified)	13%[44.1 µM]
CCOc1ccccc1NC(=O)Cn1nnc(C(=O)NCc2ccc(F)cc2)c1N	7%
CC(=O)c1cccc(NC(=O)CN2C(=O)NC3(CCC(C)CC3)C2=O)c1 (stereo unspecified)	i
Cc1ccccc1-c1nn2c(=O)cc(CN3CCN(C(=O)c4ccc(C(C)(C)C)cc4)CC3)nc2s1	u
CS(=O)(=O)Nc1ccc([C@H]2OCC(=O)N(C3CCOCC3)[C@@H]2CO)cc1	u
O=C1N2CCCC2CN1C1CCN(Cc2ccccc2)CC1 (stereo unspecified)	-9%[44.1 µM]
CCC(C)NC(=O)c1ccc2nc(Cc3ccccc3)oc2c1 (stereo unspecified)	u
O=C(NCCC1=CCCCC1)C1CCN(C(=O)c2ncn3c2COC(c2ccc(F)cc2)C3)CC1 (stereo unspecified)	i
COc1cc(NC(=O)Cn2c(N(C)Cc3ccccc3)nc(C)cc2=O)cc(OC)c1OC	i
CCC(CC)C(=O)N1CCc2nc(OCCOC)ccc2C1	i
COCCOc1ccc2c(n1)CCN(C(=O)Cc1ccc(C)cc1)C2	u
CCOc1ccc(NC(=O)c2cc3c(-c4ccccc4F)nn(C)c3s2)cc1	0%
COc1cc(Nc2nc(-c3ccc(OC)c(OC)c3)nc3ccccc23)cc(OC)c1	8.9µM*
O=C(Nc1ccon1)c1cccn(Cc2cccc(Cl)c2)c1=O	-10%
CC(=O)Oc1c(-c2ccc(NC(=O)c3ccccc3)cc2)c(-c2cccc(F)c2)nn1-c1ccccc1	u
O=C1CCN(Cc2cccnc2)CCCC(C(=O)N2CCN(Cc3ccccc3F)CC2)CCN1 (stereo unspecified)	u
Cc1ccc2[nH]cc(C(c3ccccc3)c3cccs3)c2c1 (stereo unspecified)	u

Looked up by compound from above (seven):
canonical_smiles	Pf Dd2 growth
COCCOc1ccc2c(n1)CCN(C(=O)Cc1ccc(C)cc1)C2	u
O=C1N2CCCC2CN1C1CCN(Cc2ccccc2)CC1 (stereo unspecified)	-9%[44.1 µM]
CCCn1c(=N)c(C(=O)NC2CCCCC2)cc2c(=O)n3cc(C)ccc3nc21	u
Cc1ccc(CN2CCC3CC(=O)NCCC3C2)cc1 (stereo unspecified)	13%[44.1 µM]
COc1cc(NC(=O)Cn2c(N(C)Cc3ccccc3)nc(C)cc2=O)cc(OC)c1OC	i
Cc1ccccc1-c1nn2c(=O)cc(CN3CCN(C(=O)c4ccc(C(C)(C)C)cc4)CC3)nc2s1	u
CC(=O)Oc1c(-c2ccc(NC(=O)c3ccccc3)cc2)c(-c2cccc(F)c2)nn1-c1ccccc1	u

Next records follow.
canonical_smiles	Pf Dd2 growth
Cc1cccc(-n2c3nc(=O)[nH]c(=O)c-3cc3c(C)nn(-c4ccccc4)c32)c1C	u
COCc1cn(C[C@H]2C[C@@H]3CCN2C[C@@H]3C(=O)N2CCOCC2)nn1	10%[44.1 µM]
O[C@]12CCNC[C@H]1CN(Cc1ccc(C(F)(F)F)cc1F)CC2	-27%
Cc1nnsc1C(=O)Oc1ccccc1Cl	14%[0.594 µM]
CCCCOc1ccc(C(=O)N2CCCCC2CCN2CCOCC2)cc1 (stereo unspecified)	-14%
CCCNC(=O)N1CCCC(c2nn[nH]n2)C1 (stereo unspecified)	26%
CCn1c(=O)n(-c2ccc3c(c2)OCO3)c2nc(-c3cc(OC)ccc3OC)nc(C(N)=O)c21	23%
Cn1ccc2ccc(C(=O)Nc3ccc4c(c3)C(=O)N3CCC[C@H]3C(=O)N4)cc21	-20%
Cc1noc([C@@H](C)NC(=O)C2CCCCC2)c1C(=O)O	6%[44.1 µM]
CC1CCCN(CCCNC(=O)c2ccc3c(c2)N(Cc2cccc(Cl)c2)C(=O)c2ccccc2S3(=O)=O)C1 (stereo unspecified)	i
O=C(c1cnccn1)N1CC(c2nnc(-c3ccncc3)o2)C2(CCOCC2)C1 (stereo unspecified)	u
CCc1ccccc1NC(=O)COC(=O)c1cn(CC)c2nc(C)ccc2c1=O	2%
Cc1ccc(NC(=O)c2ccc(N3CC4CC(C3)[C@H]3CCCC(=O)N3C4)nc2)c(C)c1 (stereo partly specified)	u
COC(=O)c1ccc(C2Nc3c(C)cccc3-c3cc(C)nn32)cc1 (stereo unspecified)	0.45µM*
Cc1ccccc1NC(=O)Cn1cc(S(=O)(=O)c2ccccc2)c(=O)c2ccccc21	36%[activator]
Cc1c(C(=O)N2C[C@@H](C(=O)O)[C@H](c3ccccc3)C2)sc2nc[nH]c(=O)c12	0%
COCc1noc(CC2CCOC3(CCN(C(=O)c4ccc5cc[nH]c5c4)CC3)C2)n1 (stereo unspecified)	-12%
O=C(NCC1CCOCC1)Nc1cccc(Cl)c1	i
COc1ccc(CCC(=O)NC2CCN(C(=O)c3cc4c(=O)[nH]c(C)cn4n3)CC2)cc1	i
COc1ccc(-c2noc(-c3cccn3CC(=O)N3CCc4ccccc43)n2)cc1F	25%
CN1CCC(Oc2ncccc2C(=O)N2CCOCC2)CC1	i
CCC1(C(=O)NCc2ccc(C)o2)CCCCC(=O)N1 (stereo unspecified)	49%
COc1cccc(CN2Cc3cc(NC(=O)c4cccc(OC)c4)ccc3OCC2=O)c1	u
CCOc1ccc(-c2cn3c(n2)sc2cc(C(=O)NCCCc4ccccc4)ccc23)cc1	u
O=C(NCCc1ccccn1)[C@@H]1C[C@@H](c2ccc(F)cc2)N(CCOc2ccccc2)C1	u
Cc1nc2c(c(-c3ccc(Cl)cc3)n1)CN(C(=O)c1ccc(C(F)(F)F)cc1)CC2	i
CCOC(=O)c1cnc(N2CCN(c3ccc(C)cc3C)CC2)c2ccccc12	u
COC(=O)c1cc2occc2n1Cc1nc(-c2ccc(C)cc2)oc1C	8%
O=C(CSC1=Nc2ccccc2N=C(c2ccc(F)cc2)C1)NCc1ccc(F)cc1	u
Cc1nc(N2CCCCC2)n(CC(=O)Nc2cccc(Cl)c2C)c(=O)c1C	5%
C1CCC(c2nc(CCOCC3CCCC3)no2)NC1 (stereo unspecified)	u
CN(CCNC(=O)C1CCCN(S(C)(=O)=O)CCC(=O)NCC1)C1CCCCC1 (stereo unspecified)	4%
CC(=O)N1CCC2(CC1)CN(C(=O)Cc1ccc(Cl)cc1)CCO2	-1%
COCc1noc(CC2CCOC3(CCN(C(=O)NC4CCCCC4)CC3)C2)n1 (stereo unspecified)	i
Cc1ccc(C)c(S(=O)(=O)N2[C@H]3CC[C@@H]2c2cnc(-c4ccc(F)cc4)nc2C3)c1	-14%
CCOC(=O)c1cn(C2CN(S(=O)(=O)Cc3ccc(Cl)cc3)C2)nn1	-27%
CC1CCN(c2oc(-c3ccc(COc4ccccc4)o3)nc2C#N)CC1	u
O=C1CCN(C(=O)COc2ccccc2)CCCC(c2nc(-c3cnccn3)no2)CCN1 (stereo unspecified)	-16%
CCOc1ccccc1C1N=C(N)Nc2nc3ccccc3n21 (stereo unspecified)	27%
Cc1cc2ncn(CCCCOc3ccccc3)c2cc1C	6%
Cc1nnc(SCc2ccc(Cl)cc2)c2cc3occc3n12	u
O=C(COc1ccc(Cl)c(Cl)c1)N1CCC2(CCCNC2=O)C1 (stereo unspecified)	-19%
O=C(c1cccc(F)c1)N1CCN(C(=O)c2nnn3c2COC(c2ccc(F)cc2)C3)CC1 (stereo unspecified)	i
Cc1nn2c(c1-c1cccnc1N1CCOCC1)N(CC1CCOCC1)CCC2	u
CC(=O)Nc1ccc(CN2CCC3(C2)C(=O)Nc2ccccc23)cc1 (stereo unspecified)	i
CCCCC(=O)N1CCN(c2nc3c(C)c(C)ccc3s2)CC1	2%
CCc1ccc(CNC(=O)CCCN2C(=O)c3cccnc3Oc3ccc(Cl)cc32)cc1	11%
Cc1ccccc1C(=O)N1CCn2c(nn(-c3ccncc3)c2=O)C1	10%[44.1 µM]
COc1cc(Nc2ncc3c(n2)CCN(Cc2cccc(C)c2)C3)cc(OC)c1	33%[activator]
Cc1oc(-c2ccc(Cl)cc2)nc1CN1CCC(C(=O)NCCCN2CCN(c3cccc(Cl)c3)CC2)CC1	-24%
Cc1cccc2ncc(C(=O)NCc3cc4n(n3)CCCNC4)c(=O)n12	3%
Cc1cnc(C2CCNC2)n1C(C)C (stereo unspecified)	1%
COc1ccc(C)cc1NC(=O)Nc1ccccc1OCc1cc(=O)n2ccccc2n1	u
Cc1noc(C)c1S(=O)(=O)N(CC(=O)Nc1ccc(C(F)(F)F)cc1)c1ccc(C(C)C)cc1	11µM*
COc1ccc(CN2CCn3c(nn(-c4ccc(C(F)(F)F)cc4)c3=O)C2)cc1	-7%
CC(CNC(=O)CCCn1c(=O)c2cccn2c2ccccc21)c1ccccc1 (stereo unspecified)	-29%
CCOc1ccc(NC(=O)Cn2c(=O)n(-c3cccc(Cl)c3)c(=O)c3c2c2cc(C)ccc2n3C)cc1	10%
CN1CCC(N[C@H]2C[C@@H](Cc3cc(C(C)(C)C)on3)C2(C)C)CC1	5µM*
COc1cccc(CCC(=O)N2C[C@@H](C(N)=O)[C@H](c3nc(C)no3)C2)c1	11%
CCOCCCNC(=O)N1CCC2(CC1)CC(N(Cc1ccc(F)cc1)C1CC1)CCO2 (stereo unspecified)	u

More structures:
canonical_smiles	Pf Dd2 growth
CCc1ccc(S(=O)(=O)c2nnn3c2nc(NCCNC(C)=O)c2cc(Cl)ccc23)cc1	-16%
COc1ccc(C2Cn3nnc(C(=O)NCc4cccc(C(F)(F)F)c4)c3CO2)cc1 (stereo unspecified)	i
O=C(c1ccc(Cl)cc1)N1CCC2(C1)C(=O)N(CCc1ccccc1)c1ccccc12 (stereo unspecified)	u
CN1CCN(c2ccc(-c3cccc(NC(=O)C4CCCCC4)c3)nn2)CC1	u
CCc1ccccc1NC(=O)Nc1nnc(N(CC)c2ccccc2)s1	u
COCCNC(=O)[C@@H]1CCC[C@@H](NC(=O)c2ccccc2)CN(C)C(=O)C1	17%[44.1 µM]
Cc1cccc(N2C(=O)CSC23C(=O)N(CC(=O)Nc2cccc(Cl)c2)c2ccccc23)c1 (stereo unspecified)	14µM*
COCC(=O)N[C@@H]1CNCC[C@@H]1c1nc(C)no1	i[5.79 µM]
COc1cccc(-c2cc(C(=O)O)cc(S(=O)(=O)N3CCSCC3)c2)c1	-7%
Cn1nc(-c2nncn2-c2ccccc2)c2c1CCN(C(=O)CN1CCCCCC1)C2	-25%
CN(C(=O)C1=CC(c2ccc3c(c2)OCO3)=NS(=O)(=O)N1C)c1ccccc1	-1%
CCn1ccc(C(=O)NCC2Cn3cccc3CN2Cc2ccccc2)n1 (stereo unspecified)	14µM*
O=C1NCc2ccccc2CC12CCN(Cc1ccc(CO)o1)CC2	u
COc1ccc(Cl)cc1NS(=O)(=O)c1cc(-c2cc(C)no2)ccc1C	20%
CCc1cc(=O)n(CC(=O)Nc2cc(C)ccc2OC)c(-c2ccccc2)n1	i
Cc1cc(C)n(CCc2nc3c4ccccc4nc(N4CCN(c5ccccc5)CC4)n3n2)n1	-12%
CCc1ccc(NC(=O)c2cccc(N3CCCS3(=O)=O)c2)cc1	i
CCOc1ccc(CNC(=O)Cn2nc(C)n3cccc3c2=O)cc1	44%[activator]
COc1ccccc1N1CCN(C(=O)CN2C(=O)NC(c3ccc(C)cc3)C3=C2COC3=O)CC1 (stereo unspecified)	i
CCC(=O)Oc1ccc(-c2nc3ccccc3c(=O)o2)cc1	7%

Molecules listed so far containing a thiophene ring, fused or not, in the order listed:
canonical_smiles	Pf Dd2 growth
CCOc1ccc(NC(=O)c2cc3c(-c4ccccc4F)nn(C)c3s2)cc1	0%
Cc1ccc2[nH]cc(C(c3ccccc3)c3cccs3)c2c1 (stereo unspecified)	u
Cc1c(C(=O)N2C[C@@H](C(=O)O)[C@H](c3ccccc3)C2)sc2nc[nH]c(=O)c12	0%

(listing goes on)
canonical_smiles	Pf Dd2 growth
Cc1cc(C(F)(F)F)nn1-c1nc(-c2ccccc2)cc(C(F)(F)F)n1	u
Cc1ccc(C)c(Cn2ccn3nc(-c4ccccc4)c(CO)c3c2=O)c1	i
COc1ccc(S(=O)(=O)N2CCN(Cc3nc4ccc(C)cc4o3)CC2)cc1OC	4%
CCn1ccc(C(=O)N2CCC(N3C(=O)C(OCC4CC4)C34CCOCC4)CC2)n1 (stereo unspecified)	-14%
COc1ccc(-c2noc(CN(CC3CCC(=O)N3)C(C)C)n2)c(OC)c1OC (stereo unspecified)	-3%
CN(C)CCN(C)[C@@H]1[C@H](O)[C@H](CO)O[C@@H]1CNC(=O)c1cccc(F)c1	-3%
O=c1ccc(-c2cc(-c3cccc4cn[nH]c34)cn3cncc23)c[nH]1	i
CC(C)(Oc1nn(CCOc2ccccc2)c2ccccc12)C(=O)NCCCn1ccnc1	i
Cc1ccc(C)c(C(=O)N2CCN(c3cc(-c4ccccc4)[nH]n3)CC2)c1	u
COc1cccc(CNCC2CNCCO2)c1OCCN1CCOCC1 (stereo unspecified)	8%
CN1CCC2(CC1)CN(C(=O)c1cncc(Br)c1)Cc1ccccc1O2	-3%
